SIRT5 block: SIRT5 desuccinylase inhibitors, primary screen, biochemical, fluorescence imaging, single point, set 5 | NAD-dependent protein deacylase sirtuin-5, mitochondrial (Homo sapiens), Q9NXA8 | Purified SirT5, succinyl-peptide AMC, trypsin-coupled fluorescence | inhibition, % at 15 µM | 330,000 tested, 1.1% active; in the data active means inhibition above about 15%; inconclusive means no clear call, values can overlap the other calls
Target sequence (Q9NXA8 whole entry, looked up): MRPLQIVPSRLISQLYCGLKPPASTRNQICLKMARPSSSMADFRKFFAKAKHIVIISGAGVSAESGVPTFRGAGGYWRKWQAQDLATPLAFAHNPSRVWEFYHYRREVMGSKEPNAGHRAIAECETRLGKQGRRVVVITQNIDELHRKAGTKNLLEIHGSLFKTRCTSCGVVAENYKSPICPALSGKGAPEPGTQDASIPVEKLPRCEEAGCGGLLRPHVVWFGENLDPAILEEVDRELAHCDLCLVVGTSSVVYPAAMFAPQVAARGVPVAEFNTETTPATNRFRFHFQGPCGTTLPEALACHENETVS
FN deposit inh: inhibitors of fibronectin matrix deposition, primary screen, AH1F cells, Alexa488-fibronectin fluorescence, plate reader; 350,000 tested, 0.086% active; AID 743247, 2014; AH1F fibroblasts, overnight; inhibition, % at 12.6 µM;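 active means mean inhibition across replicates of 30% or more, regardless of how many single replicates reach that level; inconclusive means mean under 30% yet at least half of replicates reach 30%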;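 further: positive control wells lacked labelled fibronectin entirely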
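Material: AH1F fibroblasts assembling fluorescent fibronectin matrix; amount: 10000 AH1F cells/well; medium: DMEM, 2% serum; reagent: Alexa488-fibronectin, 24 nM final in well; dosing: single compound dose, delivered by pin transfer; incubation: 1 h adhesion, overnight exposure; detection: fluorescence after three HBSS washes, excitation 485 nm, emission 525 nm; measure: fibronectin deposition inhibition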
Casp6 inh: human caspase-6 inhibitors, primary screen, biochemical, VEID-R110 fluorescence, single point, set 2; inhibition, % at 12.5 µM; P55212; 350,000 tested, 0.53% active; AID 686996, 2013; purified caspase-6, Z-VEID-R110 cleavage fluorescence;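 active means mean inhibition across replicates at least about 35%, with every replicate also reaching that limit, limit read from the data; inconclusive means only one of the two criteria met; inactive means neither criterion met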;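 further: 0% = median of neutral control wells and 100% = no fluorescence left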
Target sequence (P55212 24-179 limits assumed): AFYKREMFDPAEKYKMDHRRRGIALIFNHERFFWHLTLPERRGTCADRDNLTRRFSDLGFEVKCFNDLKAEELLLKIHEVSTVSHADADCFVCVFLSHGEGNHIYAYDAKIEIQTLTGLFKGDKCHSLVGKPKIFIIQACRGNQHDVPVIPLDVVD
Target sequence (P55212 194-293 limits assumed): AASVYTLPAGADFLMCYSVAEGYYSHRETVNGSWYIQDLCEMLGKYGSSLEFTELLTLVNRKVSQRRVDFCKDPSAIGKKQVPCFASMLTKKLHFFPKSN
LGR2 inh: inhibitors of bursicon-induced LGR2 CRE-luciferase signal, primary screen, cell-based, HEK293, CRE-luciferase reporter, bursicon stimulation | inhibition, % at 9.99 µM | 380,000 tested, 0.35% active | Drosophila bursicon receptor LGR2 (rickets) | bursicon-stimulated, 4 h;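 active means drop in luminescence signal, shown as inhibition above about 50% in the replicate tests, limit read from the data, passing the limit was not always enough; inconclusive means probably only some replicates passing the limit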;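 further: agonist challenge used bursicon conditioned medium at about half maximal strength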
S100A4 MyoIIA: inhibitors of S100A4-myosin IIA peptide binding, primary screen, biochemical, fluorescence polarization, TAMRA-MyoIIA peptide; inhibition, % at 10.7 µM; 360,000 tested, 0.14% active; AID 652163, 2013;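 active means mean inhibition of at least 70% across replicates, with every replicate also reaching that level; inconclusive means mean inhibition reaches 70% but some replicates fall short; inactive means mean inhibition below 70%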
Target sequence (P26447 whole entry, looked up): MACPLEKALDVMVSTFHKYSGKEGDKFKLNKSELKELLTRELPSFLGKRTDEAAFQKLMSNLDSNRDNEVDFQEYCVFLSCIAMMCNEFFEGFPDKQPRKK
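Material: S100A4 monomer (human). Medium: Calcium-containing HEPES buffer, pH 7.2. Probe or stimulus: labelled myosin peptide probe, 5 nM. Compound dosing: one concentration per compound. Timing: polarization read 5 min after assay mix addition, stable 5–60 min. Benchmarks: DMSO as neutral control, TFP as positive control.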
Statin myotox sup: suppressors of statin myotoxicity in C2C12 myotubes, primary screen, cell-based, single point, plate reader. rescue of ATP level, % at 7.49 µM. AID 602340, 2012. 330,000 tested, 0.78% active. C2C12 myotubes + simvastatin, ATP luminescence, 48 h; scaled: DMSO 0, geranylgeraniol control 100;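 active means mean ATP rescue above about 67%, or every replicate alone reaching that limit, limit read from the data, passing the limit was not always enough; inconclusive means no clear call, values can overlap the other calls; inactive means mean under the limit and some replicate under it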;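 further: myotubes were challenged with 10 µM simvastatin during compound exposure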
esBAF inh: Bmi1 luciferase reporter increase in mESCs, primary screen, esBAF inhibitor project, mouse ES cells, Bmi1 luciferase knock-in, single point | 350,000 tested, 2% active | reporter increase, % at 12.5 µM | 24 h; 100% = twice the neutral-well signal | AID 602393, 2012; in the data active means activation above about 40%; inconclusive means no clear call, values can overlap the other calls;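 further: 0% = median of the plate's neutral control wells and 100% = double that signal; a rise in the Bmi1 reporter signal indicates esBAF inhibition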
Starred values were filed as active, the others as inactive; u = inconclusive; x = no result given. The list is partial; count on the stated rates, not on these rows.

SMILES	SIRT5 block	FN deposit inh	Casp6 inh	LGR2 inh	S100A4 MyoIIA	Statin myotox sup	esBAF inh
Cc1cccc(NC(=S)NCc2ccco2)n1	-2	6	1	-3	0	-7	-7
COc1ccc(S(=O)(=O)Nc2cccc3c2O[C@H](CN(C)CC2CC2)[C@@H](C)CN([C@H](C)CO)C3=O)cc1	9	4	0	-6	4	18	-5
O=S(=O)(O)c1ccc(SCc2ccccc2)nc1	-1	-6	7	15	2	-2	1
C#CCOCCOCCOCCNc1nc(N2CCN(C(=O)Cn3cc(CCCCN)nn3)CC2)nc(N2CCN(C(=O)Cn3cc(CC(C)O)nn3)CC2)n1 (stereo not drawn)	x	2	x	-9	8	8	-12
Cc1cc(C)nc(N2CCC(C(=O)NCc3ccccc3F)CC2)n1	-7	3	-5	15	-1	x	x
COc1ccc(Cl)cc1N(CC(=O)NC1CC2CCC1C2)S(=O)(=O)c1ccccc1 (stereo not drawn)	0	7	2	10	11	-4	-2
COc1ccccc1NC(=O)Nc1nn(C)c2cccc(N(C)C)c12	-8	-6	-4	14	-22	x	x
C[C@@H]1CCCCO[C@H](CN(C)Cc2ccncc2)[C@H](C)CN([C@@H](C)CO)C(=O)c2cc(NC(=O)c3ccncc3)ccc2O1	-2	1	-3	-5	-13	x	x
CC(C)CN1C(=O)c2ccc(C(=O)Nc3ccc(OCC(=O)O)cc3)cc2C1=O	0	0	0	1	8	4	-9
COc1ccccc1/C=C1\SC(=S)N(C(C(=O)O)c2ccccc2)C1=O (stereo not drawn)	2	1	11	-7	-6	x	x
CC(NC(=O)C1CCN(S(=O)(=O)c2cccc3cccnc23)CC1)c1ccccc1 (stereo not drawn)	0	1	6	0	0	6	2
Nc1ncc(Br)cc1S(=O)(=O)NCCC(=O)NCCc1ccc(Cl)cc1	1	4	4	28	-2	-6	-4
CO[C@H]1CN(C)C(=O)c2ccc(NC(=O)NC(C)C)cc2OC[C@@H](C)N(CCC(F)(F)F)C[C@H]1C	9	-17	2	2	-2	9	3
Cc1cc(-c2cc(NC=O)c3ncc(-c4cccc(C(=O)NCCN(C)C)c4)n3c2)cc(C)c1O	x	7	-1	2	5	7	-7
COc1ccc2c3c([nH]c2c1)[C@H](CO)N(S(=O)(=O)c1ccc(C)cc1)CC31CN(C(=O)Cc2cccnc2)C1	2	x	-2	-6	-2	x	x
CN(Cc1ccccc1)C(=O)[C@@H]1CCCN1C(=O)[C@@H]1CCCN1C(=O)c1cccc2ccccc12	-2	-7	-2	4	-8	x	x
CCc1nnc(NC(=O)CSc2nnc(-c3c[nH]c4ccccc34)n2CCOC)s1	x	8	x	20	x	5	5
Cc1ccccc1/C=N/NC(=O)Cc1ccc(Cl)cc1	2	-26	-1	0	2	x	x
O=C(C1CCC1)N1C[C@@H]2[C@H](c3ccccc31)[C@H](CO)N2C(=O)Cc1ccccn1	9	7	x	1	x	7	-2
O=C(CCNS(=O)(=O)c1ccc(Br)cc1)N1CCCCCCC1	-4	-4	1	14	-5	x	x
CCOC(=O)c1c(C)[nH]c(C)c1S(=O)(=O)N1CCN(C(=O)c2ccco2)CC1	-2	19	2	3	-1	12	5
C[C@@H]1CN([C@@H](C)CO)C(=O)c2cc(NC(=O)C3CCCCC3)ccc2O[C@H]1CN(C)C(=O)Nc1ccccc1	0	x	0	-8	0	5	1
CCCC(=O)Nc1ccc2c(c1)OC[C@@H](C)N(Cc1cccc(F)c1)C[C@H](C)[C@H](OC)CN(C)C2=O	-4	-5	-2	2	-7	42	2
CN1CCN(CCCNC(=O)c2ccc3c(c2)N(Cc2ccc(F)cc2)CCS3)CC1	-31	8	-44	9	-5	0	3
COc1ccc(NC(=O)N(C)C[C@H]2Oc3c(NS(=O)(=O)c4ccc(Cl)cc4)cccc3C(=O)N([C@H](C)CO)C[C@@H]2C)cc1	0	-5	1	-11	2	-31	4

Part of the list above, with two lines to a compound.
Fields – SIRT5 block, FN deposit inh, Casp6 inh, LGR2 inh, S100A4 MyoIIA, Statin myotox sup, esBAF inh
> O=S(=O)(O)c1ccc(SCc2ccccc2)nc1
    -1, -6, 7, 15, 2, -2, 1
> CN(Cc1ccccc1)C(=O)[C@@H]1CCCN1C(=O)[C@@H]1CCCN1C(=O)c1cccc2ccccc12
    -2, -7, -2, 4, -8, x, x
> CC(NC(=O)C1CCN(S(=O)(=O)c2cccc3cccnc23)CC1)c1ccccc1 (stereo not drawn)
    0, 1, 6, 0, 0, 6, 2
> CCc1nnc(NC(=O)CSc2nnc(-c3c[nH]c4ccccc34)n2CCOC)s1
    x, 8, x, 20, x, 5, 5

Carrying on.
SMILES	SIRT5 block	FN deposit inh	Casp6 inh	LGR2 inh	S100A4 MyoIIA	Statin myotox sup	esBAF inh
O=C(O)CSCC(=O)N1CCN(c2nc3cc(Cl)ccc3s2)CC1	0	5	-1	-27	1	-3	2
N#Cc1ccc(C(=O)N2CCCCC2c2cc(C(=O)Nc3cccc(C#N)c3)no2)cc1 (stereo not drawn)	1	10	0	5	13	-1	0
COc1ccccc1C(=O)c1cc2ccc(O)cc2oc1=O	0	-6	2	15	-19	x	6
O=C(Cn1ncc2c([nH]c3ccccc32)c1=O)Nc1cccnc1	-3	-3	1	4	0	8	-1
CCCC#Cc1cnc2c(c1)C(=O)N([C@@H](C)CO)C[C@H](C)[C@H](CN(C)S(=O)(=O)c1cccc(OC)c1)O2	3	x	1	-3	-6	-3	-1
Cc1cc(C(=O)N2CCCC(CO)(Cc3ccc(F)cc3F)C2)nn1C (stereo not drawn)	x	1	1	-8	-2	2	11
COC(=O)CC1=C(C(=O)OC)C(c2cc(OC)c(OC)cc2OC)C(C#N)=C(N)O1 (stereo not drawn)	x	-3	x	x	x	-4	-12
COc1ccnc(NCc2cccnc2)c1C#N	-7	x	0	-9	-6	x	x
CCOc1ccc(C(=O)N(Cc2ccccc2)c2cccc(C)c2)cc1OC	-2	-13	2	3	-1	22	0
CN(Cc1nccs1)C(=O)c1ccc(OC2CCN(Cc3ccccn3)CC2)cc1	-4	3	-5	3	0	-2	4
CCOC(CNc1cc(C)nc2c(-c3ccccc3OC)c(C)nn12)OCC	-7	0	1	3	2	-10	-2
C=CCN1C(=O)CN=C1Nc1ccccc1	x	4	x	x	x	8	-3
NC(=S)NNC(=O)Nc1cccc(Cl)c1	1	1	1	11	-59	x	x
CO[C@H]1CN(C)C(=O)c2cc(NC(C)=O)ccc2OC[C@H](C)N(C(=O)c2ccc(F)cc2)C[C@H]1C	1	6	7	1	0	-10	-1
Cn1c(Cn2c(=O)sc3ccccc32)nnc1SCc1ccccc1	x	7	-3	-1	-1	-9	-5
CCc1cccc(C)c1NC(=O)c1cc(C)oc1C	2	x	0	4	-1	u	0
COc1ccc(CNC(=O)CCc2c(C)nc3ncnn3c2C)cc1	x	-6	x	x	x	1	-13
CNC[C@H]1Oc2ccc(NC(=O)CCCN(C)C)cc2C(=O)N([C@H](C)CO)C[C@H]1C	-4	-20	-61	1	3	-13	0
Cc1ccccc1C(=O)Nc1ccnn1C1CCN(Cc2c(C)n(C)c3ccccc23)CC1	-9	6	-4	3	-7	21	1
O=C(Nc1nc(-c2ccc(Cl)s2)cs1)c1ccccc1	x	-3	x	x	x	-28	50*
O=C(Nc1ccc(Br)cc1)c1cc2ccccn2n1	-5	-8	-5	17	-15	x	x
COc1cccc(S(=O)(=O)N2C[C@@H](O)COC[C@@H]3O[C@@H](CC(=O)N4CCCCC4)CC[C@H]32)c1	-1	1	0	-4	3	-6	3
CCCNC(=O)C[C@H]1C[C@@H]2c3cc(N(C)C)ccc3O[C@@H]2[C@@H](CO)O1	5	-23	12	-2	14	0	4
CCOC(=O)Cc1nnc(NC(=O)C2CCCCC2)s1	1	6	0	-15	0	x	x
CC(=O)OCc1c(COC(C)=O)[n+](=O)c2ccccc2n1[O-]	x	5	x	x	x	-6	-12

Structures above printed as active in esBAF inh.
mol	SIRT5 block	Casp6 inh	LGR2 inh	S100A4 MyoIIA	esBAF inh
O=C(Nc1nc(-c2ccc(Cl)s2)cs1)c1ccccc1	x	x	x	x	50*

Further entries follow.
SMILES	SIRT5 block	FN deposit inh	Casp6 inh	LGR2 inh	S100A4 MyoIIA	Statin myotox sup	esBAF inh
CS(=O)(=O)N1CC(=O)N2[C@H](CO)[C@@H](c3ccc(C#Cc4cccc(F)c4)cc3)[C@H]2C1	3	x	-2	-20	-3	x	x
C=CCNC(=S)/N=c1/ccccn1Cc1ccccc1	x	1	-5	-5	16	-8	-22
COC(=O)c1cc(NC(=O)C2CCCN(S(=O)(=O)c3c(C)n[nH]c3C)C2)cc(C(=O)OC)c1 (stereo not drawn)	-1	-2	-4	-17	2	x	x
C[C@@H]1CN([C@H](C)CO)C(=O)c2cccc(NC(=O)c3cnccn3)c2O[C@@H]1CN(C)Cc1ccncc1	0	6	1	-14	3	11	-1
CN(C)S(=O)(=O)c1cccc(C(=O)Nc2ccccc2[N+](=O)[O-])c1	-3	0	-1	-6	-1	x	x
CCN(CC)CCN1C(=O)C(=O)/C(=C(/O)c2ccc(OC(C)C)cc2)C1c1cccs1 (stereo not drawn)	3	-4	-3	-33	2	x	x
CN1CCC(N(C)C(=O)c2cc(S(=O)(=O)N(C)c3ccccc3)ccc2Cl)CC1	-3	-1	-24	-6	-5	-1	-6
Cc1ccc(NC2CCCN(C(=O)c3cc(C(C)C)nn3C)C2)cc1C (stereo not drawn)	-2	-1	-1	29	-4	-13	0
CCCC#Cc1cnc2c(c1)C(=O)N([C@@H](C)CO)C[C@H](C)[C@H](CN(C)C(=O)NCCC)O2	-3	x	1	-5	1	13	-2
O=C(N[C@H]1CC[C@H](CCn2cc(Cc3ccccc3)nn2)O[C@@H]1CO)c1cnccn1	-4	x	1	4	0	-2	-6
Cc1ccc(-c2nc3cccnc3s2)cc1NS(=O)(=O)c1cccs1	-3	-4	4	-49	-2	-13	24
CCOCCCNC(=O)C1(O)c2ccccc2NC(=O)N1c1ccc(Cl)cc1 (stereo not drawn)	-6	2	-1	-24	3	-6	19
COc1ccccc1C(=O)NC(=O)COC(=O)CN1C(=O)NC(C)(C)C1=O	-3	12	2	9	4	12	0
O=C(Nc1nnc(-c2ccncc2)s1)C1CCCO1 (stereo not drawn)	x	6	x	-8	x	11	9
O=C(NCc1ccccc1)C(C1CC1)n1c(CSCCOc2ccccc2)nc2ccccc21 (stereo not drawn)	x	-14	2	1	-3	x	x
COCCn1c(SCC(=O)Nc2cccnc2Cl)nc2ccccc2c1=O	0	-5	-6	-13	0	0	-5
COc1ccc(C(=O)N2CC(=O)Nc3ccc(F)cc3C2c2ccccc2)cc1 (stereo not drawn)	-6	6	-2	0	-3	30	-4
C/C=C/c1cnc2c(c1)C(=O)N([C@H](C)CO)C[C@@H](C)[C@H](CN(C)C(=O)C1CCOCC1)O2	-1	x	-2	2	-13	2	7
CCCNC(=O)C1(C)CCCN(Cc2cc(-c3ccccc3)n(C)n2)C1 (stereo not drawn)	-4	-4	-1	6	-3	2	2
CC(=O)Nc1cccc(-c2ccnc3c2CC(C(=O)NCCC(F)(F)F)O3)c1 (stereo not drawn)	-1	5	x	-11	0	11	-4
C[C@@H]1CN([C@H](C)CO)C(=O)c2cccc(N(C)C)c2O[C@@H]1CN(C)S(C)(=O)=O	-3	1	0	3	-2	-8	3
